SRC1 TRFRET art – counter-screen for PPARgamma SRC-1 recruitment agonists: TR-FRET artefact; AID 1051; TR-FRET ratio at 8 µM; TR-FRET detection artefact counter-screen, emission ratio; hits give high values; 99,000 tested, 0.34% active; in the data active = TR-FRET ratio above about 2300; note: inactives centre near 1800; reference of the scale not given here
SRC3 TRFRET art – flags TR-FRET format artefacts in PPARgamma SRC-3 recruitment agonist screen | TR-FRET artefact counter-screen, PPARgamma/SRC-3 format; hits give high values | TR-FRET ratio at 8 µM | 99,000 tested, 0.39% active; in the data active = TR-FRET ratio above about 2000; note: inactives centre near 1600; reference of the scale not given here
Starred values were filed as active, the others as inactive. This is a subset; count on the stated rates, not on these rows.

The first 5 compounds, to show the layout:
mol | SRC3 TRFRET art | SRC1 TRFRET art
O=C(COC(=O)c1cccnc1Cl)NCc1ccco1 | 1526 | 1840
COC(=O)c1ccc(N=Cc2c(C(F)(F)F)[nH]n(C)c2=O)cc1 | 1631 | 1785
Nc1ccc(-c2nc3ccc(C(=O)O)cc3s2)cc1 | 1441 | 1617
CCn1c(COc2c(C)cccc2C)nnc1SCc1nc2ccccc2c(=O)[nH]1 | 1450 | 1633
O=C(NC(=S)Nc1ccc(N2CCCC2)cc1)c1ccccc1[N+](=O)[O-] | 1690 | 1948

Results, previewed entries included:
mol | SRC3 TRFRET art | SRC1 TRFRET art
O=C(COC(=O)c1cccnc1Cl)NCc1ccco1 | 1526 | 1840
COC(=O)c1ccc(N=Cc2c(C(F)(F)F)[nH]n(C)c2=O)cc1 | 1631 | 1785
Nc1ccc(-c2nc3ccc(C(=O)O)cc3s2)cc1 | 1441 | 1617
CCn1c(COc2c(C)cccc2C)nnc1SCc1nc2ccccc2c(=O)[nH]1 | 1450 | 1633
O=C(NC(=S)Nc1ccc(N2CCCC2)cc1)c1ccccc1[N+](=O)[O-] | 1690 | 1948
CC(C)CC(=O)NC(c1cccs1)c1ccc2cccnc2c1O (centres undefined) | 1653 | 1893
Cc1cc(C)nc(Nc2ccc(C)c([N+](=O)[O-])c2)n1 | 1484 | 1607
Cc1ccc(CNC(=O)COC(=O)Cc2ccc(-c3ccccc3)cc2)cc1 | 1467 | 1484
CSCC(NS(=O)(=O)c1ccc(C)cc1)C(=O)O (centres undefined) | 1765 | 1732
CCNc1nc(Cl)nc(NCCOc2ccc(C)cc2)n1 | 1524 | 1705
CCC(SC1=NCCS1)C(=O)Nc1ccc(S(N)(=O)=O)cc1 (centres undefined) | 1527 | 1825
C(=Nc1cccc2c(N=Cc3ccco3)cccc12)c1ccco1 | 1941 | 2290
Cc1ccc(NC(=O)Cn2nnc3ccccc32)cc1 | 1705 | 1750
COc1ccc2c(CC(=O)OCC(=O)Nc3ccc4c(c3)OCO4)coc2c1 | 1706 | 1646
Cc1ccc(-n2c(SCC(=O)NCC3CCCO3)nc3n[nH]c(C)c3c2=N)cc1Cl (centres undefined) | 1772 | 1532
O=[N+]([O-])c1cccc(C(=S)N2CCN(c3ccccc3)CC2)c1 | 1621 | 1828
O=C(Nc1ccc(F)cc1)N1CCCC(c2nc3c(nnn3Cc3ccccc3Cl)c(=O)[nH]2)C1 (centres undefined) | 1650 | 1662
O=C(CSc1nccc(=O)[nH]1)c1ccco1 | 1456 | 2153
O=C(Nc1cccc2ccccc12)N1CCN(Cc2ccccc2)CC1 | 1509 | 1695
CC1CCC(C(C)C)C(OCC(O)CNC(C)(C)C)C1 (centres undefined) | 1458 | 1943
CC(C)NS(=O)(=O)c1ccc(CCC(=O)N2CCc3ccccc3C2)cc1 | 1476 | 1738
Cc1nc(C)c(C(=O)NNS(=O)(=O)c2ccccc2)s1 | 1635 | 1690
COc1cc(OC)cc(-c2nc(-c3cccs3)no2)c1 | 1505 | 1858
OCC1CCN(Cc2nc(Cc3ccccc3Cl)no2)CC1 | 1470 | 1658
Cc1ccc(CNC(=O)CCc2nc3ccccc3c(=O)[nH]2)cc1 | 1598 | 1636
O=S(=O)(c1ccccc1F)N1CCN(C(=S)NCc2ccccc2)CC1 | 1632 | 1841
Cc1ccc(S(=O)(=O)N2CCOCC2)cc1NC(=O)COC(=O)c1ccc(OCc2c(C)noc2C)cc1 | 1823 | 1773
CC1CCN(C(=O)C2CCN(CCCc3ccccc3)CC2)CC1 | 1675 | 1737
CC1CCN(c2ccc(/C=C(\C#N)c3nn(-c4ccccc4)c(N)c3C#N)cc2[N+](=O)[O-])CC1 | 1444 | 1717
COc1ccc(CN2C(=O)CCCc3ccccc32)cc1 | 1696 | 1757
CCC1(CC)NC(=O)N(CC(=O)OCC(=O)Nc2ccccc2[N+](=O)[O-])C1=O | 1488 | 1879
Nc1nc(-c2ccco2)nn1S(=O)(=O)c1ccc(Cl)cc1 | 1487 | 1737
Cc1cccc(C)c1NC(=O)CNC(=O)Cc1ccc(Br)cc1 | 1350 | 1748
O=C(CNC(=O)c1ccccc1)OCC(=O)N1N=C(c2ccc(Cl)cc2)CC1c1ccco1 (centres undefined) | 1541 | 1726
CC(OC(=O)c1cc(-c2cccnc2)nc2ccccc12)C(=O)Nc1ccc2ccccc2c1 (centres undefined) | 1872 | 1737
O=C(N/N=C/c1ccccc1F)c1ccc(COc2ccccc2Cl)o1 | 1467 | 1574
CCn1nc(C)c(CN2CCc3c([nH]c4ccccc34)C2C(C)(C)C)c1C (centres undefined) | 1650 | 1787
Cc1cc([N+](=O)[O-])cnc1Sc1nccn1C | 1552 | 1696
O=C(COc1ccc(F)cc1)NN1C(=O)CSC1=S | 1481 | 1878
CCCCN(C(=O)CN1CCOCC1)c1c(N)n(CC(C)C)c(=O)[nH]c1=O | 1429 | 1591
Cn1c(N)c(S(=O)(=O)NCc2ccc(Cl)cc2)c(=O)n(C)c1=O | 1476 | 1798
CC(/C=C/c1ccc(OCc2ccccc2)cc1)=N\O | 1743 | 1656
O=C(/C=C/c1ccc(F)cc1)N1CCN(c2ncccn2)CC1 | 1760 | 1708
COc1ccc(C(=O)Nc2ccccc2C(=O)NC(Cc2c[nH]c3ccccc23)C(=O)O)cc1 (centres undefined) | 1234 | 1754
CSc1ccc(/C=C/C(=O)c2ccc(O)cc2)cc1 | 1608 | 2046
CCc1nnc(NC(=O)CSc2nnc(Cc3cc(=O)[nH]c(=O)[nH]3)n2-c2ccc(OC)cc2)s1 | 1473 | 1608
COc1ccc(-c2nc(N)n(C(=O)c3ccccc3Cl)n2)cc1 | 1638 | 2199
CCC(C)C(NC(=O)c1ccccc1NC(=O)c1ccc(C)cc1)C(=O)O (centres undefined) | 1528 | 1529
Cc1nnc2ccc(-c3cccc(NC(=O)c4ccco4)c3)nn12 | 1470 | 1591
COCCNC(=S)N1CCN(C(=O)C(=O)Nc2ccc(C(=O)OC)cc2)CC1 | 1537 | 1983
Cn1ncc(Br)c1C(=O)N1CCc2ccccc21 | 1215 | 1755
COc1ccc(-c2cc(-c3nnc(COC(=O)C4CC4)o3)c3ccccc3n2)cc1OC | 1483 | 1893
COc1cc2ncnc(NCc3cccs3)c2cc1OC | 1582 | 1834
COC(=O)c1sccc1NC(=S)Nc1cc(C)ccc1OC | 1679 | 1634
NC(=O)COc1ccc(NC(=O)c2ccccc2-c2ccccc2)cc1 | 1582 | 1690
COc1ccc(CC(=O)Nc2ccc(NC(=O)c3ccccc3F)cc2)cc1 | 1761 | 1780
C[C@]12CCC3C(CC=C4C[C@@H](O)CC[C@@]43C)C1CCC2[C@]1(C)CCC(=O)O1 (some centres undefined) | 1657 | 1830
COc1cc(CNn2cn[nH]c2=S)cc(Cl)c1OCc1ccc(F)cc1 | 1609 | 1924
O=C(NCC1(c2ccccc2)CCCC1)c1ccccc1 | 1443 | 1667
Cc1c2ccccc2cc[n+]1CCCS(=O)(=O)[O-] | 1676 | 1970

Carrying on:
mol | SRC3 TRFRET art | SRC1 TRFRET art
COc1ccc(-c2nnc(OCc3ccccc3)c3ccccc23)cc1 | 1625 | 1849
O=C(O)c1ccc(N/N=C/c2cn(-c3ccccc3)nc2-c2cccs2)cc1 | 1475 | 1646
CC(=O)N1N=C(c2ccco2)CC1c1ccc(Br)cc1 (centres undefined) | 1386 | 1838
O=C(O)/C=C/C(=O)N1CCN(C(=O)/C=C/C(=O)O)CC1 | 1690 | 1664
CN(Cc1ccc(OC(F)F)cc1)Cc1nc2c(Br)cc(Br)cc2c(=O)[nH]1 | 2068* | 2212
Cc1ccc2c(C)nc(N/C(N)=N/S(=O)(=O)c3ccc([N+](=O)[O-])cc3)nc2c1 | 1487 | 1524
C[C@H]1CN=C2N(CCNC(=O)CCC3CCCCC3)[C@H](Cc3ccc(O)cc3)CN21 | 1679 | 1745
O=C(Nc1cccc(S(=O)(=O)N2CCCCC2)c1)C1CC(=O)N(Cc2ccco2)C1 (centres undefined) | 1609 | 1745
CCOC(=O)C1=C(C)Nc2nc(C)nn2C1c1ccc(C)cc1 (centres undefined) | 1501 | 1859
CCOc1cc(/C=N/NC(=O)c2nn(C)cc2Br)ccc1OCc1ccccc1 | 1606 | 1821
OC[C@H]1O[C@@H](n2cnc3c(Nc4ccccc4)ncnc32)[C@H](O)[C@@H]1O | 1683 | 1960
Nc1nc(SCC(=O)NCc2ccccc2Cl)[nH]c(=O)c1NC(=O)c1ccccc1F | 1531 | 1604
O=C(c1cccc(S(=O)(=O)N2CCOCC2)c1)N1CCN(Cc2ccc3c(c2)OCO3)CC1 | 1570 | 1906
N#CCn1cnc2sc(-c3ccccc3)cc2c1=O | 1563 | 1778
COc1cccc(NC(=S)N(CCCN2CCCC2)Cc2ccco2)c1 | 1374 | 1877
CCOc1ccc(NC(=O)CCC(=O)NNC(=O)Nc2ccc(Cl)cc2)cc1 | 1456 | 1887
CCOc1ccc2nc(Cl)sc2c1 | 1615 | 1769
O=C(CS(=O)(=O)c1ccc2ccccc2c1)N1CCCCCC1 | 1484 | 1899
N/C(=N\OC(=O)COc1ccc(Br)cc1Cl)c1ccncc1 | 1527 | 1710
N#Cc1ccccc1/C=C/C(=O)N1CCOCC1 | 1843 | 1698
COc1ccc(-n2c(Cc3cccn3C)nnc2SCC(=O)Nc2ccc3c(c2)OCO3)cc1 | 1908 | 1786
CC(OC(=O)c1ccco1)C(=O)NCc1cccs1 (centres undefined) | 1588 | 1859
NS(=O)(=O)c1ccc(NC(=O)COC(=O)C23CC4CC(CC(C4)C2)C3)cc1 | 1612 | 1932
CN(CCC#N)C(=O)COC(=O)c1nn(-c2ccccc2)c(=O)c2ccccc12 | 1534 | 1581
O=C(Cc1c[nH]c2ccccc12)Nc1ccccc1N1CCOCC1 | 1591 | 1744
O=C(Cc1ccccc1)NNC(=O)Nc1ccccc1 | 1618 | 1852
COC(=O)c1sccc1NC(=O)Cc1ccc(OC)c(OC)c1 | 1522 | 1933
COc1cccc(NC(=O)CNS(=O)(=O)c2ccc(Cl)cc2)c1 | 1674 | 1812
CCNc1nc(Oc2ccc(OC)cc2)cc(C(F)(F)F)n1 | 1683 | 1791
Cc1nnc(C)c2c(C)n(-c3ccc4ncccc4c3)c(C)c12 | 1648 | 1905

Random excerpt: 3 entries already listed
mol | SRC3 TRFRET art | SRC1 TRFRET art
CCn1nc(C)c(CN2CCc3c([nH]c4ccccc34)C2C(C)(C)C)c1C (centres undefined) | 1650 | 1787
Nc1nc(SCC(=O)NCc2ccccc2Cl)[nH]c(=O)c1NC(=O)c1ccccc1F | 1531 | 1604
COc1ccc(-n2c(Cc3cccn3C)nnc2SCC(=O)Nc2ccc3c(c2)OCO3)cc1 | 1908 | 1786

Continuation.
mol | SRC3 TRFRET art | SRC1 TRFRET art
CCOC(=O)C1(CCOc2ccccc2)CCN(Cc2cccc(-n3cccn3)c2)CC1 | 1606 | 1909
COc1cccc(-n2c(CN3CCN(c4ccccc4)CC3)nc3ccc([N+](=O)[O-])cc3c2=O)c1 | 1474 | 1840
O=C(Nc1ccccc1C(F)(F)F)N1CCN(c2ccc3nncn3n2)CC1 | 1453 | 1776
COc1ccccc1CNC(=O)CN1C(=O)CSc2ccc(S(=O)(=O)N3CCCC3)cc21 | 1476 | 1853
CC1CCCCC1NC(=O)c1ccc(S(=O)(=O)NCC2CCCO2)cc1 (centres undefined) | 1755 | 1856
CCOc1ccc2nc(NC(=O)c3cccc(-c4cc5ccccc5oc4=O)c3)sc2c1 | 1732 | 1765
Cc1cnn(C(=S)NCC2CCCO2)c1 (centres undefined) | 1558 | 1844
CN(C)c1ccc(C(=O)/C=C/c2ccco2)cc1 | 1615 | 1864
CC(=O)Nc1ccc(S(=O)(=O)Nc2nccc(/C=C/c3ccc(Cl)cc3)n2)cc1 | 1636 | 1993
COc1ccc(Cl)cc1C(=O)NNC(=O)c1cccc(S(=O)(=O)N(C)C)c1 | 1338 | 1749
Cc1ccc(C2=NN(CC(=O)NCc3cccnc3)C(=O)CC2)cc1 | 1599 | 1838
Cn1c(=O)c2c(nc(NCCOc3ccc(C(C)(C)C)cc3)n2C)n(C)c1=O | 1645 | 2030
Cc1ccc(C(=O)C(OC(=O)c2cnccn2)c2ccccc2)cc1C (centres undefined) | 1370 | 1914
CCOC(=O)CN(C#N)c1nc(N(C)C)nc(N(C)C)n1 | 1485 | 1730
CCOCCCNC(=O)/C(C#N)=C/c1ccc(C(=O)OC)cc1 | 1635 | 1665
CC(/C=C1\SC(=O)N(CC(=O)Nc2ccc(O)cc2)C1=O)=C\c1ccccc1 | 1707 | 1850
O=C(Cn1nc(-c2ccccc2)c2ccccc2c1=O)NCCN1CCOCC1 | 1756 | 1622
CCCNc1nc(N2CCCC2)nc(N2CCCC2)n1 | 1400 | 1883
COC(=O)c1ccc(COC(=O)CNC(=O)CNC(=O)c2ccc(C)cc2)cc1 | 1326 | 1939
CSc1ccc(-c2nc(O)c3cnccn23)cc1 | 1573 | 1714
COc1ccc(NC(=O)c2ccc(NCC3CCCO3)c([N+](=O)[O-])c2)cc1 (centres undefined) | 1645 | 1881
O=C(OC1CCOC1=O)c1cccc(S(=O)(=O)Nc2ccc(F)cc2)c1 (centres undefined) | 1737 | 1817
CC1(C)NC(=O)N(CC(=O)OCC(=O)Nc2cc(S(=O)(=O)N3CCCCCC3)ccc2Cl)C1=O | 1630 | 1913
CCC(=O)NNc1nc2c(C)c(C)ccc2s1 | 1641 | 1766
CCOP(=O)(OCC)C(Nc1cc(Cl)cc(Cl)c1)c1cccc(O)c1 (centres undefined) | 1641 | 1843
